# LGR2 antag: inhibitors of bursicon-induced LGR2 CRE-luciferase signal, primary screen, cell-based, HEK293, CRE-luciferase reporter, bursicon stimulation; inhibition, % at 9.99 µM; Drosophila bursicon receptor LGR2 (rickets); AID 720647, 2013; bursicon-stimulated, 4 h; actives 0.35% (n = 380,000);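 active means drop in luminescence signal, shown as inhibition above about 50% in the replicate tests, limit read from the data, passing the limit was not always enough; inconclusive means probably only some replicates passing the limit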;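 further: agonist challenge used bursicon conditioned medium at about half maximal strength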
# FN deposit inh: inhibitors of fibronectin matrix deposition, primary screen, AH1F cells, Alexa488-fibronectin fluorescence, plate reader. AH1F fibroblasts, overnight. inhibition, % at 12.6 µM. actives 0.086% (n = 350,000);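 active means mean inhibition across replicates of 30% or more, regardless of how many single replicates reach that level; inconclusive means mean under 30% yet at least half of replicates reach 30%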;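 further: positive control wells lacked labelled fibronectin entirely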
#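 Material: AH1F fibroblast monolayer depositing Alexa488-labelled fibronectin into matrix / Amount: 10000 AH1F cells per well / Signal: fluorescence 485/525 nm / Medium: DMEM, 2% serum / Compound: single dose, pinned / Incubation: 1 h cell adhesion before compound, then overnight fibronectin incubation / Reagent: Alexa488-FN, 24 nM final / Read-out: inhibition of fibronectin deposition signal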
# ERAP1 inh: human ERAP1 aminopeptidase inhibitors, primary screen, biochemical, single point, plate reader; Endoplasmic reticulum aminopeptidase 1 (Homo sapiens), Q9NZ08; recombinant ERAP1, Leu-AMC fluorescence, 60 min; inhibition, % at 10.7 µM; actives 0.15% (n = 340,000);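 active means mean replicate inhibition of at least 30%, or all replicates individually reaching that 30% level; inactive means mean below 30% and not every replicate reaching it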;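 further: 0% = neutral control wells and 100% = L-leucinethiol positive control wells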
# Target sequence (Q9NZ08 whole entry, looked up): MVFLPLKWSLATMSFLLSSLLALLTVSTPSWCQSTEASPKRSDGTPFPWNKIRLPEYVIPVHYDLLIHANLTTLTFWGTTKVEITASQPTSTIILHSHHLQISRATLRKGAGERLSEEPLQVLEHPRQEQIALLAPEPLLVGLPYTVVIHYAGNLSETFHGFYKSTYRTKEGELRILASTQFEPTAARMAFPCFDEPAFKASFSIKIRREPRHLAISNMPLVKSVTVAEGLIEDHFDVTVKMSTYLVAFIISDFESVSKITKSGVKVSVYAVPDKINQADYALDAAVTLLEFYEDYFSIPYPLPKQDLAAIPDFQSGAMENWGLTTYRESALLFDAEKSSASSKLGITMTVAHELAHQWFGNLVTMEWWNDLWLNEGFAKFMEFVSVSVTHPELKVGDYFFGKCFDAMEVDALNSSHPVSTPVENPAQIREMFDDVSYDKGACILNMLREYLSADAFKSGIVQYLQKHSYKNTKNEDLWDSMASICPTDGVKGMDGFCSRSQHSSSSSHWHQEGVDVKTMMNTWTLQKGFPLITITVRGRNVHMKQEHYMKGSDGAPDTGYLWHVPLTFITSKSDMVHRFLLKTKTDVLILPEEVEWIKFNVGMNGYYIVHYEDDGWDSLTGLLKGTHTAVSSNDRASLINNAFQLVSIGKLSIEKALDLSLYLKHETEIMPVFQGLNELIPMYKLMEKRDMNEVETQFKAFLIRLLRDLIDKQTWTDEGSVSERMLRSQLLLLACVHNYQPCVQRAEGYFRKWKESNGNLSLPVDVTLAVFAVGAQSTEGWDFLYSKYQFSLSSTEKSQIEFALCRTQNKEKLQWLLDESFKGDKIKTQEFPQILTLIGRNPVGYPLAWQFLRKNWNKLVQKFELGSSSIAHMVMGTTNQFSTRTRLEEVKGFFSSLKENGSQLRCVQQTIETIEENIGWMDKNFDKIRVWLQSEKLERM
# EWS-Fli block: EWS/Fli-driven NR0B1 reporter inhibitors, primary screen, A673 cells, NR0B1 luciferase, luminescence, MLPCN library; actives 0.67% (n = 350,000); inhibition, % at 12.6 µM; viability-normalised; AID 651661, 2012;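 active means mean inhibition of at least 50% after viability correction, with every replicate also passing that limit; inconclusive means mean reaches 50% but only one of two replicates passes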;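 further: firefly luciferase signal divided by Alamar Blue viability fluorescence both relative to DMSO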
# S100A4 MyoIIA: inhibitors of S100A4-myosin IIA peptide binding, primary screen, biochemical, fluorescence polarization, TAMRA-MyoIIA peptide; AID 652163, 2013; inhibition, % at 10.7 µM; actives 0.14% (n = 360,000); Protein S100-A4 (Homo sapiens), P26447;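 active means mean inhibition of at least 70% across replicates, with every replicate also reaching that level; inconclusive means mean inhibition reaches 70% but some replicates fall short; inactive means mean inhibition below 70%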
# Target sequence (P26447 whole entry, looked up): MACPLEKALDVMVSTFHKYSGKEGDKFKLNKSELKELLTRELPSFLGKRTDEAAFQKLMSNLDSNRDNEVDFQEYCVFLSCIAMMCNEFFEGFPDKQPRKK
#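 Material: human S100A4 monomer with TAMRA-labelled myosin IIA peptide; buffer or medium: HEPES pH 7.2 with CaCl2, KCl, NaCl, DTT, Triton; compound dosing: one concentration per compound; schedule: 5 min incubation before reading; benchmarks: neutral control DMSO, positive control TFP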
# PglD inh: C. jejuni PglD acetyltransferase inhibitors, primary screen, biochemical, DTNB colorimetric, single point; UDP-N-acetylbacillosamine N-acetyltransferase PglD (Campylobacter jejuni); purified PglD enzyme, DTNB colorimetric CoA detection; inhibition, % at 12.5 µM; actives 0.098% (n = 360,000); in the data active means inhibition above about 16%, passing the limit was not always enough; inconclusive means no clear call, values can overlap the other calls; further: strong numbers were not always called active
# PGC1a acetyl inh: inhibitors of PGC1a acetylation signal, primary screen, cell-based, U2OS, AlphaScreen, inhibitor mode; actives 0.17% (n = 350,000); AID 651687, 2012; inhibition, % at 15.6 µM; AlphaScreen anti-acetyl-lysine; with virally co-expressed GCN5 acetyltransferase;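 active means every replicate shows inhibition of at least 40%; inconclusive means mean inhibition at least 40% but some replicate below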;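 further: 0% = neutral control wells and 100% = positive control wells; some results beyond the cut were filed as inactive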
# PAX8 reporter: inhibitors of PAX8-driven TPO luciferase reporter, primary screen, RMG-I cells, single concentration. actives 1.2% (n = 360,000). inhibition, % at 12.6 µM. SteadyGlo, 24 h;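 active means mean replicate inhibition at least 60% with every replicate also reaching 60%; inconclusive means only one of the two criteria is met; inactive means mean below 60% and not all replicates reaching 60%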;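 further: luciferase light reporting Pax8 driven TPO promoter activity; plate controls were median of neutral control wells for no effect and mitoxantrone controls for full effect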
# * hit, by the source's call; ? = inconclusive; nt = no result given; & = joins results of further samples.
# Start of the listing, in advance, two compounds:
SMILES,LGR2 antag,FN deposit inh,ERAP1 inh,EWS-Fli block,S100A4 MyoIIA,PglD inh,PGC1a acetyl inh,PAX8 reporter
O=C(C[N+]1(CC#Cc2ccccc2)CCOCC1)c1ccc(Cl)cc1,12,3,4,2,1,nt,5,25
Cc1ccn(CCSCC(=O)O)n1,nt,-2,nt,nt,nt,-4,-1,-3

# Results, previewed entries included:
SMILES,LGR2 antag,FN deposit inh,ERAP1 inh,EWS-Fli block,S100A4 MyoIIA,PglD inh,PGC1a acetyl inh,PAX8 reporter
O=C(C[N+]1(CC#Cc2ccccc2)CCOCC1)c1ccc(Cl)cc1,12,3,4,2,1,nt,5,25
Cc1ccn(CCSCC(=O)O)n1,nt,-2,nt,nt,nt,-4,-1,-3
CC(=O)N1CCN(C(=O)CCNC(=O)c2ccc(Br)cc2)CC1,7,-3,0,1,2,-2,-2,-5
COc1ccc(CNCc2ccc([N+](=O)[O-])cc2)cc1OC,7,-5,-3,-1,3,-3,-11,34
Cc1noc(C)c1S(=O)(=O)Nc1ccc2c(c1)C(=O)N([C@H](C)CO)C[C@@H](C)[C@H](CN(C)C(=O)c1ccccc1)OCCCC[C@@H](C)O2,1,-3,2,5,2,14,-9,1
COc1cc([N+](=O)[O-])ccc1NC(=S)NCc1ccccn1,-10,3,nt,nt,nt,-5,9,-7
Clc1ccc(CNC2CCN(Cc3ccccc3)CC2)cc1,-8,0,-5,13,-2,-2,2,13
O=Cc1ccc(Cl)c(Cl)c1,2,nt,1,-1,-19,0,3,nt
COc1cc(OC)cc(-c2cc3ccc(F)cc3cn2)c1,3,1,nt,-120,-2,-5,5,-147
CCCN(C)C[C@H]1Oc2cc(-c3cccnc3)ccc2S(=O)(=O)N([C@@H](C)CO)C[C@H]1C,31,nt,0,1,3,0,-8,nt
Cc1cc(F)ccc1S(=O)(=O)NCC(c1cccnc1)N1CCc2ccccc21 (centres undefined),14,1,2,nt,-5,-1,-4,11
O=C(NC1CCCCC1)c1ccc(S(=O)(=O)c2ccccc2)cc1,12,-9,-5,-3,-3,nt,-4,14
OCCNc1nc(Nc2ccccc2Oc2ccccc2)nc(N2CCCC2)n1,nt,-2,2,17,-2,-1,nt,-6
N#C/C(=C\c1ccccc1)C(=O)NNS(=O)(=O)c1ccc(Br)cc1,13,1,-3,12,2,1,15,6
COc1cccc(NC2=NC3(CCCCC3)N=C(N)N2)c1,nt,6,nt,nt,nt,6,6,-27
C[C@@H]1CN([C@H](C)CO)C(=O)CCCn2cc(nn2)CO[C@@H]1CN(C)C(=O)OCc1ccccc1,18,2,nt,0,nt,nt,?,nt
C[C@H]1CCCCO[C@@H](CN(C)Cc2ccc(C(=O)O)cc2)[C@@H](C)CN([C@@H](C)CO)C(=O)c2cc(NC(=O)Nc3ccc4c(c3)OCO4)ccc2O1,5,nt,-1,-75,-27,1,2,-12
Nc1nc(Nc2ccccc2)sc1C(=O)c1ccccc1,71*,18,5,-125,3,4,12,-67
O=C(NCc1ccc(F)cc1)Nc1cccc(Cl)c1,-20,-12,0,-42,-2,nt,nt,-45
CO[C@@H]1CN(C)C(=O)c2cc(NC(=O)Nc3ccccc3)ccc2OC[C@@H](C)N(C(=O)Nc2c(C)noc2C)C[C@H]1C,-2,1,2,4,-5,1,-5,-6
COc1cc(C(C)=O)ccc1OCC(=O)Nc1ccc(Cl)c(S(=O)(=O)N2CCOCC2)c1,6,-5,-2,4,0,-3,nt,4
CCC(=O)N(C)C[C@H]1Oc2ncc(C#Cc3cccnc3)cc2C(=O)N([C@@H](C)CO)C[C@@H]1C,-2,-8,3&6,7&-14,-5&3,2&-6,7,-4&-16
C[C@@H]1CN([C@@H](C)CO)C(=O)c2cc(C#C[C@@H](C)O)cnc2O[C@H]1CN(C)C(=O)Nc1ccc(C(F)(F)F)cc1,10,-19,0,-6,4,-1,6,8
COCCNC(=O)CSc1nc2ccccc2c(=O)n1CCC(=O)N1CCN(c2ccccc2)CC1,11,-4,0,-6,-24,nt,-3,5
Cc1cccc(CSCCNC(=O)CN2C(=O)c3ccccc3S2(=O)=O)c1,-1,-11,-2,4,-10,-2,nt,-9
COc1cccc(OC)c1OCCCCc1c(C)n[nH]c1C,5,-11,-1,8,6,nt,nt,-8
COc1cc(CCC(=O)OCC(=O)Nc2ccccc2C#N)cc(OC)c1OC,0,-1,-1,-1,-1,nt,-3,13
Cc1nc(SCC(=O)N2CCN(C(=O)c3cccs3)CC2)c2c(C)c(C)sc2n1,-6,3,4,15,-1,2,-2,22
CCOC(=O)c1c(C)[nH]c(C(=O)Nc2cc(OCC)c(N3CCOCC3)cc2OCC)c1C,-15,2,-1,9,1,-2,nt,3
O=C(C[C@@H]1CC[C@@H]2[C@H](COC[C@H](O)CN2S(=O)(=O)c2ccccc2)O1)N1CCOCC1,11,4,-6,4,5,2,0,8
Cc1ccccc1OCCC(=O)OCC(=O)NCCc1ccccc1,5,nt,-1,5,-1,4,2,9
O=C(C(=O)N1CCC(Cc2ccccc2)CC1)c1ccccc1Br,15,-6,-1,-4,1,nt,nt,17
C/C(CCc1ccc2c(c1)OCO2)=N\N=C1\NC(=O)CC(C(=O)Nc2ccccc2F)S1 (centres undefined),-24,4,1,-3,2,nt,nt,6
CC(C)NC(=O)N(C)C[C@@H]1Oc2c(NC(=O)Nc3cccc4ccccc34)cccc2C(=O)N([C@@H](C)CO)C[C@@H]1C,1,-12,2,0,-6,-2,-14,24
COc1ccc(/C=C\C(=O)NCc2ccc3c(c2)cc(C)n3C)cc1OC,-4,6,0,-18,16,-3,-11,nt
OC[C@H]1[C@@H](c2ccc(-c3cccnc3)cc2)[C@@H]2CN(Cc3ccccn3)CCCCN12,0,-7,-2,1,-6,3,-3,3
CCCNC(=O)C1(C)CCCN(Cc2ccc3ccccc3c2)C1 (centres undefined),25,8,3,5,-4,-7,-6,0
O=C(O)c1ccccc1Sc1c([N+](=O)[O-])cc(C(F)(F)F)cc1[N+](=O)[O-],-8,3,1,13,5,nt,-13,-3
COC(=O)C1CCCCN1C(=O)c1cccc(OC2CCN(C(=O)C3CC3)CC2)c1 (centres undefined),1,3,0,0,-11,-5,nt,-13
Cc1onc(-c2ccccc2)c1C(=O)NCC(O)c1ccccc1 (centres undefined),1,6,nt,5,32,nt,2,-9
Cc1ccccc1NC(=O)Cc1nc(CN(C)CC(=O)Nc2cccc(F)c2)cs1,nt,5,5,11,-5,-4,0,22
C[C@H](O)C#Cc1ccc2c(c1)O[C@@H](CN(C)Cc1cccnc1)[C@H](C)CN([C@@H](C)CO)S2(=O)=O,-2,8,0,9,-7,-1,-4,nt
NC(=O)CCn1c(C(=O)c2cccc([N+](=O)[O-])c2)c2ccccc2[n+]1[O-],-13,4,1,7,-2,-6,12,3
CC(=O)c1c(C)[nH]c(C(=O)CN2C(=O)NC(C)(c3ccc4c(c3)OCO4)C2=O)c1C (centres undefined),-9,4,-3,nt,1,-3,nt,-150
CC(C(=O)Nc1ccc(C#N)cc1)N1CCN(C(=O)C2CC2)CC1 (centres undefined),9,7,0,-3,-4,1,-1,1
OCCC1CN(Cc2cccn2-c2nccs2)CCN1Cc1ccccc1 (centres undefined),6,0,nt,-5,9,nt,3,13
CC(Cc1cccnc1)NC(=O)c1cc(COc2c(F)cccc2F)on1 (centres undefined),-2,11,-1,nt,4,3,3,-16
COc1ccc(CCN(C)C(=O)CSc2nc3ncc(Cl)cc3[nH]2)cc1OC,12,6,0,0,4,nt,nt,1
CCCN(C)C[C@H]1OCCCC[C@H](C)Oc2ccc(NS(=O)(=O)c3ccc(C)cc3)cc2C(=O)N([C@@H](C)CO)C[C@@H]1C,-14,nt,3,nt,0,-1,-7,23
COCCNC(=O)C[C@H]1CC[C@@H]2[C@H](COc3ccc(NC(=O)C4CCCC4)cc3C(=O)N2C)O1,0,-4,-2,-2,-6,-1,6,8
Cc1c(C(=O)Nc2ccncc2)oc2c1C(=O)CC(C)(C)C2,6,nt,1,10,-1,2,0,nt
COc1ccc(CN(C)C[C@H]2OCCCC[C@@H](C)Oc3ccc(NC(=O)Nc4ccccc4)cc3C(=O)N([C@@H](C)CO)C[C@@H]2C)cc1,17,-1,nt,-9,nt,2,-7,-11
C[C@H](CO)N1C[C@H](C)[C@H](CN(C)C(=O)Nc2ccc(F)cc2)OCc2ccccc2-c2ccccc2C1=O,4,1,0,4,1,8,-4,-83
COc1ccc(OC)c(S(=O)(=O)Nc2cccc3ccccc23)c1,nt,-7,-1,9,-3,2,18,35
CC(C)NC(=O)Nc1ccc2c(c1)C(=O)N([C@H](C)CO)C[C@H](C)[C@@H](CN(C)C(=O)CCC(F)(F)F)OCCCC[C@@H](C)O2,7,-3,-1,nt,-1,-4,-7,-1
O=C(O)C[C@H]1C[C@@H]2c3cc(NS(=O)(=O)c4ccccc4)ccc3O[C@@H]2[C@H](CO)O1,6,0,-3,-3,-2,2,10,nt
CC(=O)Nc1sc(NC(=O)c2ccc(C)cc2)nc1-c1cccs1,nt,9,nt,nt,nt,4,-14,-6
COc1ccc(S(=O)(=O)NCc2ccc3c(c2)OCO3)cc1C,5,nt,-1,7,-1,-5,-4,nt

# Fetched one by one from the entries so far (7):
SMILES,LGR2 antag,FN deposit inh,ERAP1 inh,EWS-Fli block,S100A4 MyoIIA,PglD inh,PGC1a acetyl inh,PAX8 reporter
Cc1ccccc1OCCC(=O)OCC(=O)NCCc1ccccc1,5,nt,-1,5,-1,4,2,9
COc1ccc(OC)c(S(=O)(=O)Nc2cccc3ccccc23)c1,nt,-7,-1,9,-3,2,18,35
Cc1cc(F)ccc1S(=O)(=O)NCC(c1cccnc1)N1CCc2ccccc21 (centres undefined),14,1,2,nt,-5,-1,-4,11
O=C(C[C@@H]1CC[C@@H]2[C@H](COC[C@H](O)CN2S(=O)(=O)c2ccccc2)O1)N1CCOCC1,11,4,-6,4,5,2,0,8
Cc1noc(C)c1S(=O)(=O)Nc1ccc2c(c1)C(=O)N([C@H](C)CO)C[C@@H](C)[C@H](CN(C)C(=O)c1ccccc1)OCCCC[C@@H](C)O2,1,-3,2,5,2,14,-9,1
Cc1c(C(=O)Nc2ccncc2)oc2c1C(=O)CC(C)(C)C2,6,nt,1,10,-1,2,0,nt
C[C@H]1CCCCO[C@@H](CN(C)Cc2ccc(C(=O)O)cc2)[C@@H](C)CN([C@@H](C)CO)C(=O)c2cc(NC(=O)Nc3ccc4c(c3)OCO4)ccc2O1,5,nt,-1,-75,-27,1,2,-12

# From PubChem
